Assay outcomes: PubChem BioAssay, National Center for Advancing Translational Sciences (NCATS)
GLS inh = blocks human kidney-isoform glutaminase activity; O94925; GLS enzymatic activity, qHTS titration; Potency, µM (highest dose often 45.5 µM), for the others: at the top dose activity change, negative = inhibition, hits mostly inhibitors; 410,000 tested, 0.21% active; AID 624170; further: potency means the concentration at half of the fitted maximal effect; on the % scale 0 is the no-effect control and ±100 the full control effect
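Glutamate formation by hKGA was monitored fluorometrically using coupled glutamate oxidase, HRP and Amplex Red. Substrate was added as 1 mM L-glutamine solution; incubation was 30 min at RT after an initial read.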
BAZ2B inh = blocks human BAZ2B; Q9UIF8; AlphaScreen BAZ2B-H3K14Ac peptide displacement; Potency, µM (highest dose often 114 µM), inactives show at the top dose activity change, negative = inhibition, hits mostly inhibitors; 360,000 tested, 4.4% active; AID 504333; further: potency means the concentration at half of the fitted maximal effect; on the % scale 0 is the no-effect control and ±100 the full control effect; nearly all actives have a fitted effect of over 60% in size
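Multi-concentration screen (max 110 uM) measuring displacement of acetylated histone H3 peptide from BAZ2B by AlphaScreen, using 50 nM protein, 50 nM peptide and 10 ug/mL streptavidin donor plus Ni-chelate acceptor beads.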
Tb PGK inh = blocks T. brucei phosphoglycerate kinase; P07378; PGK/GAPDH coupled, Kinase-Glo luminescence, 60 min; Potency, µM (doses to about 57.5 µM), inactives show at the highest dose activity change, negative = inhibition, most hits filed as inhibitors; 380,000 tested, 0.043% active; further: potency means the concentration at half of the fitted maximal effect; on the % scale 0 is the no-effect control and ±100 the full control effect; nearly all actives have a fitted effect of over 60% in size
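Luminescent ATP detection (Kinase-Glo Plus) follows a 60-minute room-temperature incubation, with wells lacking PGK as controls. Buffer: 100 mM TEA (pH 7.6), 5 mM MgCl2, 0.01% Tween-20. Coupling enzyme GAPDH (100 nM final) supplies unstable 1,3-BPG in-well.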
Pin1 inhibitor = inhibitors of human Pin1 | Q13526 | Pin1 FP peptide displacement, HiFluor488, 10 min | Potency, µM (series often up to 115 µM), for the others: top-dose activity, negative = inhibition, hits mostly inhibitors | 390,000 tested, 0.009% active | AID 504891; active means well fitted inhibition curve with a large enough effect in the polarisation, with a control signal flat, not every such curve was filed as active; inconclusive means small, poorly fitted or top-dose-only effect, or effect the other way, or a change in a side signal; inactive means no such curve, though single readings can be large or run the other way; the % refers to the polarisation; further: potency means the concentration at half of the fitted maximal effect; on the % scale 0 is the no-effect control and ±100 the full control effect
ERG-DNA inh = ERG Ets/DNA interaction inhibition; P11308; fluorescence polarization, His-ERG Ets domain / labelled DNA; Potency, µM (highest dose often 76.9 µM), for the others: at the top dose FP activity, negative = inhibition, hits mostly inhibitors; 370,000 tested, 0.028% active; active means well fitted inhibition curve with a large enough effect in the polarisation, with a control signal flat; inconclusive means small, poorly fitted or top-dose-only effect, or effect the other way, or a change in a side signal; inactive means no such curve, though single readings can be large or run the other way; the % refers to the polarisation;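 further: polarization taken with two DNA probes labelled with fluorescein and Texas red; potency means the concentration at half of the fitted maximal effect; % of control where 0% means no effect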
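His-tagged ERG Ets domain (1 uM in the protein solution; 300mM KCl, 50mM Tris-HCl, 1mM EDTA, 1mM DTT, pH 7.5) received compound, then a probe mix of 5 nM fluorescein-DNA and 100nM Texas-615-DNA. Fluorescence polarization was read for both dyes.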
HP1b binding inh = inhibitors of HP1-beta chromodomain binding to methylated histone tails; P83916; AlphaScreen HP1-beta / biotin-H3K9me3 peptide binding; Potency, µM (series often up to 114 µM), for the others: at the top dose activity change, negative = inhibition, actives largely listed as inhibitors; 390,000 tested, 0.56% active; further: potency means the concentration at half of the fitted maximal effect; nearly all actives have a fitted effect of over 70% in size; inactives centre near 23
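HP1-beta protein (50 nM final) preincubated 30 min at room temperature with biotinylated H3(1-18)K9me3 peptide (50 nM) in PBS pH 7.4, 0.01% Tween-20, then compound added for 30 min. AlphaScreen streptavidin donor/nickel chelate acceptor beads (10 ug/mL final), 30 min dark, luminescence read.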
PI4K2A block = PI4K2A (human) kinase inhibition; purified PI4K2A, ADP-Glo luminescence, 1 h; hits give low values; activity change, negative = inhibition, % at 76.9 µM; 420,000 tested, 0.13% active; AID 1346378; in the data active means activity change below about -50%; inconclusive means mostly about -30% to -49%;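 further: -100% = wells without enzyme as full effect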
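ADP-Glo luminescence measured ADP generated by PI4K2A enzyme (4 ug/mL before mixing) with 1.2 mM PI substrate (pre-mix) and 300 microM ATP (pre-mix). Tris pH7.5 buffer with MgCl2, Triton X-100; 1 h reaction at ambient temperature.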
JMJD2A Tudor inh = inhibitors of human JMJD2A Tudor domain; AID 504339; O75164; 390,000 tested, 4.4% active; Potency, µM (series often up to 114 µM), for the others: top-dose activity change, negative = inhibition, usual class: inhibitors; AlphaScreen JMJD2A-Tudor / H3K4me3 peptide binding; further: potency means the concentration at half of the fitted maximal effect; on the % scale 0 is the no-effect control and ±100 the full control effect; nearly all actives have a fitted effect of over 50% in size
G9a block = G9a (human) methyltransferase inhibition; Q96KQ7; G9a H3K9 monomethylation, AlphaScreen, 2 h; Potency, µM (top dose mostly 102 µM), for inactives: at the highest dose activity, negative = inhibition, most hits filed as inhibitors; 350,000 tested, 8.8% active; further: potency means the concentration at half of the fitted maximal effect; on the % scale 0 is the no-effect control and ±100 the full control effect; nearly all actives have a fitted effect of over 75% in size
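AlphaScreen detection with an anti-monomethyl H3K9 antibody quantified product after a 2 h room-temperature reaction containing 500 nM biotinylated H3K9 peptide, 20 µM SAM and 20 nM enzyme, which had been preincubated 15 min with compound.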
* hit, by the source's call; i = inactive; ? = inconclusive; nt = no result given; & = joins results of further samples; [ ] = remark or other dose. Unless noted, the call rests on the fitted dose curve; in most records, active means well fitted curve in the direction sought with a large enough effect; inconclusive means small, poorly fitted or top-dose-only effect, or another doubt; inactive means no such curve, though single readings can be large; an effect the other way counts as inactive or inconclusive.

1: Cc1cccc(N(C)C(=O)CS(=O)(=O)c2cccc3nsnc23)c1
2: COc1ccc(CNC(=O)CSc2n[nH]c(-c3ccc(OC)cc3)n2)cc1
3: CCOC(=O)c1sc2ncc([N+](=O)[O-])cc2c1N
4: CC(=O)Nc1ccc(NC(=O)COc2ccc(S(=O)(=O)N3CCCC3)cc2)cc1
5: COCCn1c(=O)[nH]c(=O)c2c1nc(-c1ccc(-c3ccc(Cl)cc3[N+](=O)[O-])o1)n2Cc1ccccc1
6: CCOCCn1c(-c2ccccc2)nc2ccccc21
7: Cc1nn(CCCC(=O)Nc2cnn(Cc3ccc(F)cc3)c2)c(C)c1[N+](=O)[O-]
8: CCOC(=O)c1c(-c2ccccc2)csc1NC(=O)c1cc(-c2ccccc2OC)on1

screen / no.	1	2	3	4	5	6	7	8
GLS inh	1%	8%	2%	0%	-20%	0%	0%	-5%
BAZ2B inh	5%	8%	-37%	2%	?	3%	-11%	nt
Tb PGK inh	-12%	-10%	i	0%	i	0%	8%	i
Pin1 inhibitor	1%	-4%	-2%	-9%	18%	-4%	0%	-6%
ERG-DNA inh	1%	-10%	5%	-13%	8%	9%	3%	12%
HP1b binding inh	14%[57 µM]	23%[57 µM]	15%	25%	?	22%	38%	-16%
PI4K2A block	-3	-3	-3	-1	5	-4	0	-1
JMJD2A Tudor inh	-15%	-12%	-18%	4%	?	1%	1%	1%
G9a block	9%[59 µM]	-7%[59 µM]	?	-16%	8.9µM*	17%	4%	nt

Entries of single compounds, looked up by structure:
Cc1nn(CCCC(=O)Nc2cnn(Cc3ccc(F)cc3)c2)c(C)c1[N+](=O)[O-] is listed as GLS inh = 0%; BAZ2B inh = -11%; Tb PGK inh = 8%; Pin1 inhibitor = 0%; ERG-DNA inh = 3%; HP1b binding inh = 38%; PI4K2A block = 0; JMJD2A Tudor inh = 1%; G9a block = 4%
CCOC(=O)c1sc2ncc([N+](=O)[O-])cc2c1N is listed as GLS inh = 2%; BAZ2B inh = -37%; Tb PGK inh = i; Pin1 inhibitor = -2%; ERG-DNA inh = 5%; HP1b binding inh = 15%; PI4K2A block = -3; JMJD2A Tudor inh = -18%; G9a block = ?

Carrying on.
9: COC(=O)c1ccc2[nH]c3cccc(/C(=C/c4ccccc4)c4ccccc4)c3c2c1
10: COc1ccc(C(C(=O)NCc2ccccc2)N(C(=O)c2snc(C(N)=O)c2N)c2ccccc2OC)cc1 (stereo not drawn)
11: Cc1noc(NS(=O)(=O)c2ccc(NC(=O)CSc3nnc4c(n3)[nH]c3ccccc34)cc2)c1C
12: CNC(=O)C(=O)Nc1cc2c3c(c1)CCC(=O)N3CCC2
13: COc1cccc(CNC(=O)CSCc2cnn(-c3ccccc3)c2-n2cccc2)c1OC
14: CC(=O)N1CCCc2cc(S(=O)(=O)N3CCCC(C(=O)Nc4ccc(C)cc4C)C3)ccc21 (stereo not drawn)
15: CCOc1ccc(/C=C/C(=O)Nc2ccc(OC)cc2[N+](=O)[O-])cc1
16: Cc1ccccc1-c1nc(CN2CCC(C(=O)NCC3CCCO3)CC2)c(C)o1 (stereo not drawn)

screen / no.	9	10	11	12	13	14	15	16
GLS inh	0%	-12%	-16%	-2%	-3%	-1%&-2%	4%	-2%
BAZ2B inh	-8%	6%	?	-9%	-38%	-13%&-2%	-34%	-29%
Tb PGK inh	-4%	-8%	-16%	3%	1%	i	-2%	-9%
Pin1 inhibitor	0%	39%[activator]	?	2%	7%	-11%&0%	?	-17%
ERG-DNA inh	5%	6%	19%	-6%	-2%	2%&3%	-5%	-2%
HP1b binding inh	26%	46%	8%	23%	3%	31%	6%	3%
PI4K2A block	-2	-11	-10	-5	-1	-10&5	2	2
JMJD2A Tudor inh	-6%	-1%	-25%	-1%	-35%	-20%&-5%	-13%	-19%
G9a block	nt	12%	6%[59 µM]	15%	-16%	-5%	5%[0.0925 µM]	-8%[59 µM]

17: CCOc1ccc(-c2nc(CCl)cs2)cc1
18: CC(Oc1ccccc1F)C(=O)NN (stereo not drawn)
19: CCN(CC#CCC(O)(c1ccccc1)c1ccccc1)C(C)C
20: C=CCn1c(SCC(=O)O)nnc1-c1cccs1
21: N#C/C(=C/c1cccc(C(F)(F)F)c1)c1nc(CCN2C(=O)c3ccccc3C2=O)cs1
22: Cc1ccc(Nc2ccc(C(=O)N3CCCC3)cn2)c(C)c1
23: COc1cc(CN(C(=O)c2ccccc2[N+](=O)[O-])c2ccccn2)cc(OC)c1OC
24: COc1ccccc1CNc1ncnc2c1nc1n2CCCC1

screen / no.	17	18	19	20	21	22	23	24
GLS inh	-17%	3%	13%	nt	-3%	0%	-11%	4%
BAZ2B inh	9%	9%	-10%	-28%	8%	-4%	-10%	-4%
Tb PGK inh	5%	-10%	-6%	10%	1%	-4%	-8%	i
Pin1 inhibitor	2%	-1%	0%	?	2%	6%	-8%	-1%
ERG-DNA inh	-8%	-4%	2%	0%	-27%	3%	11%	-1%
HP1b binding inh	133%[activator]	42%[activator]	6%	26%	41%	5%	58%[activator]	35%
PI4K2A block	-5	2	-5	-1	7	0	5	-3
JMJD2A Tudor inh	24%	5%	-30%[57.1 µM]	3%	10%	-6%[11.4 µM]	0%	0%
G9a block	-43%	28%[59 µM]	-24%[59 µM]	?	25%	6%[59 µM]	6%[59 µM]	11%[59 µM]

25: O=C(Nc1ccc(F)cc1)/C(=C1/CCCCCN1)[N+](=O)[O-]
26: CCCn1c(=O)c(C(=O)NCCCc2ccccc2)c(O)c2ccccc21
27: Cc1oc(-c2cccc(Br)c2)[n+]([O-])c1C
28: CCc1cccc(C)c1N(C(=O)Cn1c(COC)nc2ccccc21)C(C)COC (stereo not drawn)
29: CCOC(=O)C1CCCN(C(=O)Cn2c(=O)cc(C)c3c(C)nn(C)c32)C1 (stereo not drawn)
30: Cc1cc(NC(=O)c2noc3c2CCCCC3)nn1Cc1ccc(Cl)cc1
31: CCN(CC)S(=O)(=O)c1ccc(/C(O)=C2/C(=O)C(=O)N(CCOC)C2c2ccccc2)cc1 (stereo not drawn)
32: Cc1ccc2oc(-c3ccc(C)c(NC(=O)c4ccc(-c5ccccc5[N+](=O)[O-])o4)c3)nc2c1

screen / no.	25	26	27	28	29	30	31	32
GLS inh	6%	-3%	-2%	5%	1%	6%	-3%	-3%
BAZ2B inh	2%	70%[activator]	-9%	9%	-5%	5%	-5%	-12%
Tb PGK inh	7%	i	i	10%	5%	-4%	-5%	6%
Pin1 inhibitor	-9%	5%	3%	-3%	-2%	-5%	2%	11%
ERG-DNA inh	-1%	2%	-1%	-2%	0%	-4%	-11%	1%
HP1b binding inh	28%	179%[activator]	16%	?	26%	16%	28%	18%
PI4K2A block	12	-6	0	2	-8	4	-2	-2
JMJD2A Tudor inh	-6%	124%[activator]	-27%	-13%[57.1 µM]	-13%	0%	-9%	-22%
G9a block	nt	306%[activator]	2%	14%[59 µM]	20%[59 µM]	-1%[12.7 µM]	-3%[12.7 µM]	7%[59 µM]

33: CN1CCc2nc3sc(C(=O)Nc4ccccc4OC(F)(F)F)c(N)c3cc2C1
34: COC(=O)CN1C(=S)N(c2ccc(F)cc2)C(=O)C1CC(=O)Nc1ccc(F)cc1 (stereo not drawn)
35: CCOC(=O)c1ccc2c(c1)nc(COc1ccc(OC)cc1)n2CC
36: O=S(=O)(c1cnc[nH]1)N1CCN(c2ccc(F)cc2)CC1
37: CN(C)CCNC(=S)Nc1ccccc1C(C)(C)C
38: O=c1[nH]c(SCc2cccc(Cl)c2)nc2c1CCC2
39: CCOc1ccc(NC(=O)c2sc(-n3nc(C)c(CCC(C)C)c3C)nc2C)cc1
40: Cc1ccc(C(=O)CCNc2ccc(Br)cc2)o1

screen / no.	33	34	35	36	37	38	39	40
GLS inh	-9%	-9%	-7%	2%	-3%	-10%	-1%	-2%
BAZ2B inh	-5%	-13%	-5%	0%	?	-2%	-25%	?
Tb PGK inh	-5%	10%	4%	-1%	-6%	nt	-2%	-10%
Pin1 inhibitor	?	?	-9%	-9%	14%	4%	-2%	-3%
ERG-DNA inh	11%	-6%	-1%	-13%	-7%	0%	0%	-10%
HP1b binding inh	32%	-19%	10%	12%	19%	39%[activator]	56%[activator]	33%
PI4K2A block	1	4	1	0	4	6	2	-5
JMJD2A Tudor inh	-13%	-17%	-4%	-17%[11.4 µM]	-6%	-4%	9%	-8%
G9a block	?	-45%[59 µM]	-14%	nt	-22%	-45%[59 µM]	15%[59 µM]	-8%[59 µM]

41: O=C(NC(=S)NCc1cccnc1)c1cccc2ccccc12
42: CSc1nc2ncc3c(n2n1)CC1c2ccccc2CCN1C3=O (stereo not drawn)
43: CCn1c(SCC(=O)N/N=C/C(C)=C/c2ccco2)nnc1-c1ccccc1
44: CCCCN1CC(=O)N2[C@H]3c4cc(Br)ccc4OC[C@@H]3[C@H](C(=O)OCC)[C@]2(C)C1=O

screen / no.	41	42	43	44
GLS inh	13%	nt	0%	0%
BAZ2B inh	-31%	-4%	?	-1%
Tb PGK inh	-6%	i	-9%	-10%
Pin1 inhibitor	-1%	0%	?	0%
ERG-DNA inh	-6%	8%	-4%	16%
HP1b binding inh	37%	30%	-16%	52%[activator]
PI4K2A block	3	-9	-8	2
JMJD2A Tudor inh	-19%	3%	?	-10%
G9a block	-48%	15%[59 µM]	13%[59 µM]	-1%[0.501 µM]
